Screens deposited in PubChem by National Center for Advancing Translational Sciences (NCATS).
KB-3-1 cytotox: qHTS assay for MDR1-selective chemotherapeutics: Primary screen using the parental adenocarcinoma cell KB-3-1 | hit rate 1.4% among 400,000 | Potency, µM (highest dose often 46.1 µM), inactives show at the highest dose activity change, negative = cytotoxic, hits mostly cytotoxic | KB-3-1 viability, CellTiter-Glo ATP luminescence, 72 h | AID 1347075, 2019; further: potency means the concentration at half of the fitted maximal effect; on the % scale 0 is the no-effect control and ±100 the full control effect; nearly all actives have a fitted effect of over 60% in size
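Screening of KB-3-1 cells (DMEM, 10% FBS, phenol-red free) ran from lowest to highest compound concentration; after 72 h at 37 °C viability was read luminescently and curves fitted.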
MCF10A rerep: A quantitative high throughput screen for small molecules that induce DNA re-replication in MCF 10a normal breast cells; AID 624296, 2012; MCF 10A DNA re-replication, Hoechst nuclear intensity, 48 h; Potency, µM (doses to about 46.1 µM), for the others: at the highest dose activity, positive = re-replication, actives largely listed as activators; hit rate 2.9% among 350,000; further: potency means the concentration at half of the fitted maximal effect; % of control where 0% means no effect; nearly all actives have a fitted effect of over 50% in size
SW480 rereplic: A quantitative high throughput screen for small molecules that induce DNA re-replication in SW480 colon adenocarcinoma cells; hit rate 1.8% among 340,000; AID 624297, 2012; SW480 DNA re-replication, Hoechst DNA content imaging, 48 h; Potency, µM (highest dose often 46.1 µM), for inactives: top-dose re-replication activation, actives largely listed as activators; further: potency means the concentration at half of the fitted maximal effect; % of control where 0% means no effect; nearly all actives have a fitted effect of over 55% in size
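Hoechst fluorescence of nuclei (405 nm excitation, 500-530 nm emission) measured by plate-scanning imager after 48 hr compound exposure at 37 C; re-replication scored as increased number of nuclei with elevated intensity.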
ATXN2 expr inh: Primary qHTS for Inhibitors of ATXN expression; HEK-293 ATXN2-luciferase reporter, luminescence, 24 h; Potency, µM (series often up to 57 µM), without a hit: at the highest dose activity change, negative = inhibition, usual class: inhibitors; AID 1745845, 2022; hit rate 0.72% among 360,000; further: potency means the concentration at half of the fitted maximal effect; on the % scale 0 is the no-effect control and ±100 the full control effect; nearly all actives have a fitted effect of over 55% in size
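ATXN2-luciferase reporter cells (luciferase flanked by upstream and downstream ATXN2 gene portions) were treated 24 h at 37 °C with compounds at up to 57 uM. SteadyGlo luminescence gave expression; GF-AFC fluorescence gave viability.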
S2 tox: Viability Counterscreen for Primary qHTS for Inhibitors of ATXN expression. S2 cells (HEK-293 line with an ATXN2-luciferase reporter) viability, CellTiter-Fluor protease fluorescence, 24 h. Potency, µM (top dose mostly 56.7 µM), usual class: cytotoxic. hit rate 0.49% among 400,000. AID 651635, 2014; further: potency means the concentration at half of the fitted maximal effect; nearly all actives have a fitted effect of over 40% in size
HT1080-NT tox: qHTS for induction of synthetic lethality in tumor cells producing 2HG: qHTS for the HT-1080-NT fibrosarcoma cell line; HT-1080-NT fibrosarcoma viability, CellTiter-Glo ATP luminescence, 48 h; Potency, µM (highest dose often 46.1 µM), for inactives: at the highest dose activity, negative = less viability, actives largely listed as cytotoxic; hit rate 1.6% among 360,000;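 further: NT is the 2HG producing partner of a matched IDH1 knockdown line; potency means the concentration at half of the fitted maximal effect; 0% = DMSO-treated cells and -100% = media-only wells without cells; nearly all actives have a fitted effect of over 55% in size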
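Toxicity toward the 2HG-producing NT line was scored as %Activity, normalised to DMSO and no-cell wells, from CellTiter-Glo luminescence after 48 hours' treatment.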
HepG2 tox: qHTS for Inhibitors of TGF-b: Cytotox Counterscreen; HepG2 CAGA-GFP viability, ATP luminescence, 18 h; Potency, µM (series often up to 46.1 µM), inactives show at the highest dose activity change, negative = cytotoxicity, most hits filed as cytotoxic; hit rate 0.76% among 410,000; AID 588856, 2011; further: potency means the concentration at half of the fitted maximal effect; some results filed as inactive show a strong effect at the top dose
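HepG2 CAGA-GFP cells (1000/well, DMEM with 1% FBS) received compound, then TGF-beta at 500 pg/mL final, and were incubated 18 hours at 37 degrees C. Viability was read by CellTiter-Glo luminescence. Media-only wells were set as complete cell-killing and DMSO as no toxicity.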
IL1B secr inh: qHTS for Inhibitors of Inflammasome Signaling: IL-1-beta AlphaLISA Primary Screen; THP-1 LPS/ATP IL-1B secretion, AlphaLISA, 16 h; stronger effect = lower value; activity change, % at 57.5 µM; hit rate 4.7% among 360,000; in the data active means activity change below about -50%; inconclusive means mostly about -30% to -49%; further: on the % scale 0 is the no-effect control and ±100 the full control effect
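Secreted IL-1B measured by AlphaLISA bead assay after 16 h compound exposure of THP-1 cells; compounds (final up to 57.5 uM) added 1 h before LPS (250 ng/mL) and ATP (1.25 mM) stimulation; lower signal means less secretion.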
HT1080 IDH1KD tx: qHTS for induction of synthetic lethality in tumor cells producing 2HG: qHTS for the HT-1080-IDH1KD cell line. Potency, µM (top dose mostly 46.1 µM), for inactives: top-dose activity, negative = toxicity, most hits filed as cytotoxic. HT-1080 IDH1 knockdown viability, ATP luminescence, 48 h. hit rate 2% among 360,000;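 further: potency means the concentration at half of the fitted maximal effect; 0% = DMSO wells and -100% = cell-free medium wells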
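Knockdown cells (IDH1KD HT-1080) received compounds 2 h after plating at 750 cells/well and were kept 48 h at 37 °C in 5% FBS RPMI. A CellTiter-Glo luminescence read gave % activity for curve fitting.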
The depositor's hits bear a star; i = inactive; ? = inconclusive; · = not tested or not shown; & = joins results of further samples; [ ] = remark or other dose. Unless noted, the call rests on the fitted dose curve; in most records, active means well fitted curve in the direction sought with a large enough effect; inconclusive means small, poorly fitted or top-dose-only effect, or another doubt; inactive means no such curve, though single readings can be large; an effect the other way counts as inactive or inconclusive. This is a random part of the collection; about 8.9% have a hit in one of these screens.

SMILES	KB-3-1 cytotox	MCF10A rerep	SW480 rereplic	ATXN2 expr inh	S2 tox	HT1080-NT tox	HepG2 tox	IL1B secr inh	HT1080 IDH1KD tx
CC(C)CC(c1nnnn1C(C)C)N1CCN(c2cccc(Cl)c2)CC1 (stereo unspecified)	-16%	?	11%	-14%	i	-7%	3%	-1	-7%
COCc1c(C(=O)N/N=C/c2cccc3ccccc23)nnn1-c1nonc1N	-13%	?	?	-2%	i	-1%	4%	0	-5%
COc1ccc(N(Cc2ccccc2)C(=O)CSc2nnc(Cn3nnc4ccccc43)o2)cc1	?	?	?	?	i	-2%	-10%	-2	-18%
COc1ccc(/C=N/Nc2ccc([N+](=O)[O-])cc2)cc1O	?	12µM*	16µM*	116%[activator]	i	-27%	-27%	-66*	?
CCCc1cc(C(=O)Nc2ccc(C(=O)OC)cc2)cs1	8%	10%	-1%	10%	i	-10%	-7%	35	-1%
O=c1[nH]c(C2CCN(S(=O)(=O)c3ccccc3C(F)(F)F)CC2)nc2c1nnn2Cc1ccccc1	-9%	?	0%	-3%	i	?	-19%	-51*	?
FC(F)Oc1cccc(NC(=S)N2CCN(c3ccccn3)CC2)c1	-9%	-6%	2%	-17%	i	0%	-10%	-14	-5%
Cn1c(N/N=C/c2ccccc2)nc2sc3c(c2c1=O)CCC3	13%	?	-12%	-6%	i	-13%	-16%	25	-28%
COc1ccc(OCC(=O)NCCCNC(=O)COc2ccc(OC)cc2)cc1	-4%	-5%	-16%	11%	i	6%[9.24 µM]	-2%	0	0%
CC(c1nc2ccccc2[nH]1)n1c(=O)c(-c2cccs2)nc2ccccc21 (stereo unspecified)	2%	·	·	·	·	-25%	·	?	-3%
Cc1c(O)ccc2c(CC(=O)N[C@@H](Cc3ccccc3)C(=O)O)cc(=O)oc12	1%	23µM*	?	·	·	4%	5%	-7	-11%
Cc1cc(S(=O)(=O)NC(C)C)ccc1OCC(=O)NCc1ccccc1	-6%	-5%	-2%	-6%[11.3 µM]	·	19%	7%	-4	14%
Cc1nc2ccc(S(=O)(=O)NCC(=O)N3CCC(N4CCCCC4)CC3)cc2s1	12%	1%	-2%	13%	i	9%	-10%	2	5%
CC(=Nc1cccc(C)c1)c1sc2ccccc2c1O	7%	-4%	-1%	109%[activator]	i	5%	-13%	-8	6%
Cc1ccc(S(=O)(=O)C2C(=O)NC3(C)CC2c2ccccc2O3)cc1 (stereo unspecified)	19%	-8%	-5%	4%	i	11%	4%	12	22%
Cc1nn(-c2ccc(C(=O)Nc3nnc(C4CC4)s3)cc2)c(C)c1Cl	10%	-1%	-9%	0%	i	7%	5%	4	7%
CCc1ccc(N(C(=O)CCC(=O)Nc2cc(C)on2)C(C(=O)NC(C)(C)C)c2ccc(OC)cc2)cc1 (stereo unspecified)	-4%	?	3%	-4%	i	-20%	0%	17	-23%
CN1CCN(C(=O)Cn2ncc3c4ccccc4n(Cc4ccc(F)cc4)c3c2=O)CC1	-15%	·	·	-14%	?	·	-33%	·	·
C/C=C/c1ccc(OCCCCN2CCN(CC)CC2)c(OC)c1	-5%	-5%	8.2µM*	·	?	-14%	2%	-11	-16%
O=C(CCC1CCCN(C(=O)COc2ccccc2)C1)N1CCN(c2ccccn2)CC1 (stereo unspecified)	-13%	0%	21%	-13%[11.3 µM]	i	-9%	4%	-15	-3%
CC(OC(=O)c1ccc(S(C)(=O)=O)c([N+](=O)[O-])c1)C(=O)NC1C2CC3CC(C2)CC1C3 (stereo unspecified)	-1%	·	·	?	3.2µM*	·	-101%	·	·
O=C(NCCC1CCCCN1S(=O)(=O)c1ccc(F)cc1)C(=O)NCc1ccncc1 (stereo unspecified)	-1%	15%	0%	-9%	i	12%	-2%	1	13%
COc1ccc(N2CCN(C(=O)Cc3coc4cc(C)ccc34)CC2)cc1	2%	-24%	-1%	1%	i	-1%	6%	19	1%
Cc1ccc(-n2c(=O)c3c(c4cc(C)ccc4n3C)n(CC(=O)Nc3c(C)cccc3C)c2=O)cc1	2%	·	·	-6%	i	·	-3%	·	·
CCOC(=O)C(CC)/C(C)=N\NC(=O)CCC(=O)Nc1ccc(Cl)cc1Cl (stereo unspecified)	1%	-2%	2%	·	i	12%	-7%	0	6%

Part of the list above, reduced to ATXN2 expr inh, S2 tox and HepG2 tox.
| canonical_smiles | ATXN2 expr inh | S2 tox | HepG2 tox |
| --- | --- | --- | --- |
| Cc1c(O)ccc2c(CC(=O)N[C@@H](Cc3ccccc3)C(=O)O)cc(=O)oc12 | · | · | 5% |
| Cc1cc(S(=O)(=O)NC(C)C)ccc1OCC(=O)NCc1ccccc1 | -6%[11.3 µM] | · | 7% |

Additional compounds follow:
SMILES	KB-3-1 cytotox	MCF10A rerep	SW480 rereplic	ATXN2 expr inh	S2 tox	HT1080-NT tox	HepG2 tox	IL1B secr inh	HT1080 IDH1KD tx
CC(=O)Nc1cc(-c2ccccc2)nn1Cc1ccc(Cl)cc1	0%	7%	-1%	6%	i	-3%	-21%	-20	-2%
CCOc1ccc2nc(SCC)[nH]c2c1	8%	-1%	-3%	30%	i	28%	-2%	21	16%
CCOc1cc(CO)cc(Br)c1OCC(=O)O	2%	0%	-5%	-6%	i	1%	5%	9	0%
CC(=O)c1ccc(NC(=O)Cn2nc(C(F)(F)F)c3c2CCC3)cc1	9%	·	·	11%	i	·	-10%	·	·
COCCSc1ccccc1C(=O)N1CCc2ccccc21	-11%	?	2%	-16%	·	-1%	1%	12	-5%
c1ccc(-c2ccc3cnccc3n2)cc1	-4%	·	·	23%	i	25%	0%	-6	13%
O=S(=O)(NC1c2cccc3cccc(c23)C1Sc1ncccn1)c1ccc(Cl)cc1 (stereo unspecified)	?	?	6%	-12%	i	-24%	12%	8	-16%
O=C(Cc1c(F)cccc1Cl)Nc1cc(S(=O)(=O)N2CCOCC2)ccc1N1CCOCC1	6%	12%	?	-6%	?	6%	-13%	-28	2%
CCNC(=O)C1(c2ccccc2)CCCC1	-3%	2%	-4%	1%	i	0%	-30%	10	3%
CC(NC(=O)C(=O)N/N=C/c1ccc(Cl)cc1)c1ccccc1 (stereo unspecified)	-6%	-1%	4%	-11%	i	0%	-9%	-9	-3%
O=C(CSc1nccc(=O)[nH]1)NN(c1ccccc1)c1ccccc1	14%	1%	-5%	11%	i	3%	1%	16	2%
Cc1[nH]nc(S(=O)CC(=O)O)c1[N+](=O)[O-] (stereo unspecified)	-9%	4%	-16%	-24%	i	5%	-6%	4	10%
CC(C)(C)n1ncc(Oc2ccccc2[N+](=O)[O-])c(Cl)c1=O	-11%	5%	?	-12%	i	-2%	-5%	0	-6%
COc1ccc(C)cc1NC(=O)C1CCCN(S(=O)(=O)c2ccc3[nH]c(=O)ccc3c2)C1 (stereo unspecified)	-25%	0%	?	2%	i	1%	0%&-21%	27	-6%
CN1CCN(C(=O)c2ccc(Cn3cc(Cl)cn3)o2)CC1	-3%	-9%	?	9%	i	?	10%	1	18%
O=C(NCc1ccco1)C(c1ccc(F)cc1)N(CC1CCCO1)C(=O)Cn1nnc2ccccc21 (stereo unspecified)	3%	-2%	1%	-15%	i	12%	14%	-1	11%
Cc1c(NC(=O)c2ccc(S(=O)(=O)Nc3ccccc3F)cc2)c(=O)n(-c2ccccc2)n1C	·	-9%	-3%	2%	i	-9%	14%	-12	0%
COC(=O)c1ccc(CSc2nnc3sc4ccccc4n23)o1	10%	0%	-1%[9.22 µM]	-1%	i	-1%	-50%	-6	-1%
Cc1ccc(NC(=O)CN(C)C(=O)CN2C(=O)NC(C)(c3ccccc3)C2=O)cc1 (stereo unspecified)	-3%	0%	-5%	1%	i	4%	4%	15	2%
CCn1cc(CCC(=O)O)c(C)n1	-2%	5%	-4%	-6%	i	-4%	-7%	2	-1%
O=C(OCC(=O)N1CCOCC1)c1ccccc1Br	7%	-2%	-6%	32%	i	3%	-15%	22	10%
N[C@@]12CCc3nonc3[C@]1(O)CC(c1ccccc1)=[N+]2[O-]	8%	-7%	-2%	0%	i	11%	3%	33	8%
Cc1ccccc1NC(=O)C[n+]1cc(-c2ccccc2)n2c1CCC2	-2%	-6%	1%	-5%	i	9%	-9%	-4	8%
O=c1c(Cc2c(F)cccc2Cl)c(O)ccn1Cc1ccc2c(c1)OCO2	-4%	-1%	?	-23%[11.3 µM]	i	-6%	2%	11	4%
COc1cc(CCNC(=O)c2ccccc2NC(=O)C2=C(C)OCCS2)cc(OC)c1OC	?	25%	?	?	?	?	-1%	-16	-12%

Remaining list, next part
SMILES	KB-3-1 cytotox	MCF10A rerep	SW480 rereplic	ATXN2 expr inh	S2 tox	HT1080-NT tox	HepG2 tox	IL1B secr inh	HT1080 IDH1KD tx
N#Cc1ccc(CC(=O)c2ccccc2)[nH]c1=O	-7%	2%	16%	26%	i	1%	0%	-7	13%
CC(C)CN1C(=O)C(NC(=O)C2CC2)(C(F)(F)F)C2=C1CC(C)(C)CC2=O (stereo unspecified)	2%	0%	-3%	3%	i	0%	-18%	39	-3%
Cc1cccc(NC(=S)Nc2ccccn2)c1C	-4%	4%	1%	4%	i	11%	-15%	27	10%
CN(C)c1ccc(CNc2ccc3c(c2)ncn3C(C)(C)C)cc1	-1%	?	?	-7%	i	-27%	4%	-24	?
COc1ccc(S(=O)(=O)NCC(c2ccc3c(c2)OCO3)N2CCOCC2)cc1 (stereo unspecified)	-1%	0%	-4%	-6%	?	4%	1%	3	1%
CN1CCN(C(=O)Nc2cccc(-c3ccccc3)c2)CC1	3%	?	16µM*	-14%	i	-3%	-28%	-1	2%
